# PMI act: phosphomannose isomerase (human) activation; P34949; AID 1214; hit rate 0.005% among 190,000; purified human PMI, coupled resazurin fluorescence, 20 min; hits give high values; 1 = vehicle control, 0 substrate-free wells; activation factor at 20 µM;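 active means activation factor of 2 or more at 20 µM, relative to plate controls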
# Target sequence (P34949 whole entry, looked up): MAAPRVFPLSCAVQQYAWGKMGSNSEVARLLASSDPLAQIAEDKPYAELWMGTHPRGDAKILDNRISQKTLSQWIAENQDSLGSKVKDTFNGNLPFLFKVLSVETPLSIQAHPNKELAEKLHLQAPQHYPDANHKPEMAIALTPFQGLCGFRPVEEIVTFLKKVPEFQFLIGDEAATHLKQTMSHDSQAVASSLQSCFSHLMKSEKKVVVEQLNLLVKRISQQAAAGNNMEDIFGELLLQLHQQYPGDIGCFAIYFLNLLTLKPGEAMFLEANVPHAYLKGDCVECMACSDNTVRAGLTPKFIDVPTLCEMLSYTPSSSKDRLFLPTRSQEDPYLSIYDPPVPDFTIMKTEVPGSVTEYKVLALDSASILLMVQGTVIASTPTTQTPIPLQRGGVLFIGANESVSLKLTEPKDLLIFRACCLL
# Hsp70 activator: Hsp70 transcriptional activation, primary screen | activation, % at 10 µM | hit rate 0.04% among 200,000 | HeLa Hsp70 promoter luciferase reporter, luminescence; scaled: vehicle 0, proteasome-inhibitor control 100% | AID 1203;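 active means activation above the mean across all tested compounds plus 3 SD, cutoff set per campaign, cut at about 5.5% in these data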;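 further: 100% = MG132 at 30 µM as the positive control and 0% = DMSO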
# TNAP inh no acc: blocks human TNAP activity with no phosphate acceptor present; P05186; inhibition, % at 20 µM; hit rate 0.26% among 200,000; purified TNAP, CDP-star luminescence, 30 min; AID 1012;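 active means tissue-nonspecific alkaline phosphatase inhibition above about 50% at 20 µM in the single-dose screen, limit read from the data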;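 further: 0% = DMSO negative control and 100% = EDTA positive control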
# Target sequence (P05186 whole entry, looked up): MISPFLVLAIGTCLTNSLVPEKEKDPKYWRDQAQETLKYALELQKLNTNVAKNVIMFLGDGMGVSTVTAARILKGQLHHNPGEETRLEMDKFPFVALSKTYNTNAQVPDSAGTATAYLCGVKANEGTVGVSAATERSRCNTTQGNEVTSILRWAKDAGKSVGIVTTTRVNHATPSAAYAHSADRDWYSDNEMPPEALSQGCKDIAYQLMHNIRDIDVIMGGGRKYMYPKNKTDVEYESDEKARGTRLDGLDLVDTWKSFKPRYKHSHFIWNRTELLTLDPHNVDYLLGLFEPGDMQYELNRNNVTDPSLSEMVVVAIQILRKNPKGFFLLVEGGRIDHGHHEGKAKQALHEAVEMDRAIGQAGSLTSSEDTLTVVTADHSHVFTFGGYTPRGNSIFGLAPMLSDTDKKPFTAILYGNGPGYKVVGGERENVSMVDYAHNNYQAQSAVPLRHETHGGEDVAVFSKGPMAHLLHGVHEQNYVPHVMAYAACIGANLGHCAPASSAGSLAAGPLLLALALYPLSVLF
# Efa HMGR inh: blocks class II HMG-CoA reductase of Enterococcus faecalis; AID 1066; inhibition, % at 10 µM; hit rate 0.41% among 190,000; purified E. faecalis HMGR, NADPH absorbance 340 nm kinetic;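 active means inhibition above a set limit, the median over all tested compounds plus 3 SD, cut at about 9.5% in these data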;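 further: enzyme runs in reverse so mevalonate oxidation gives rising NADPH absorbance; 0% = complete reaction with DMSO and 100% = background rate lacking mevalonate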
# TNAP inh hiacc: blocks human TNAP under high phosphate acceptor concentration. inhibition, % at 20 µM. hit rate 0.03% among 200,000. P05186. AID 1135. purified TNAP, CDP-star luminescence, 1 M DEA;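 active means over 50% inhibition of tissue-nonspecific alkaline phosphatase at 20 µM in the single-dose screen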;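 further: plate controls were DMSO wells for no effect and EDTA-quenched wells as full inhibition for full effect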
# S1P3 antagonist: S1P3 (human) receptor antagonism; inhibition, % at 4.98 µM; hit rate 0.27% among 170,000; CHO S1P3 NFAT-BLA reporter, FRET fluorescence, antagonist mode;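 active means inhibition above the plate cutoff, the mean inhibition of test wells on that plate plus 3 SD, cut at about 28% in these data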;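 further: cells challenged with S1P at its EC80 of 0.8 µM; blue over green emission ratio from cleaved BLA substrate after 4 h stimulation; 0% = S1P-stimulated wells and 100% = unstimulated DMSO-only wells; some compounds past the cut are filed as inactive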
# L major viab: reduces viability of Leishmania major promastigotes. resazurin fluorescence viability. inhibition, % at 10 µM. AID 1063. hit rate 9% among 200,000; in the data active means inhibition above about 50%;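 further: promastigotes grown with compound for 44 hours at 28 °C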
# Redox H2O2 prof: compounds producing H2O2 with reducing agent – biochemical, NIH compound library profiling, artefact control for MLSCN library redox annotation, primary screen. DTT-dependent redox cycling H2O2, phenol red/HRP absorbance; 100% = 100 µM peroxide control, 0% = buffer. activation, % at 10 µM. hit rate 0.03% among 200,000. AID 878;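 active means activation of at least 50% relative to the plate's high and low controls in the primary single-dose screen; inactive means activation below 50%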;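 further: compound incubated with DTT at 0.8 mM final as the reducing agent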
# PMI act satM6P: increases human PMI activity with near-saturating mannose 6-phosphate | hit rate 0.34% among 190,000 | P34949 | coupled PMI enzyme assay, resazurin fluorescence, 20 min; hits give high values; 1 = untreated enzyme, 0 = substrate-free blank | activation factor at 20 µM;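 active means activation factor of 2 or more at 20 µM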
#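 Material: human phosphomannose isomerase with PGI, G6PDH, diaphorase coupling enzymes. Quantity: 15 ng/mL PMI. Medium: HEPES pH 7.4 buffer with MgCl2 and Tween-20. Reagent: Near-saturating mannose-6-phosphate, 1.0 mM. Compound: 20 µM single dose. Times: enzyme reaction with compound 20 min at room temperature. Detection: resorufin fluorescence at Ex 544/Em 590 nm.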
# RAM inhibit: inhibitors of the yeast RAM network; S. cerevisiae dse1pr::URA3 reporter, 5-FOA growth OD615, 2 d; analog-sensitive cbk1-as2 kinase mutant strain; inhibition, % at 50 µM; hit rate 1.8% among 190,000;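 active means inhibition above a set limit, 3 SD over mean compound inhibition, cut at about 8.4% in these data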;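 further: 0% = DMSO-only wells with no growth and 100% = 10 µM 1-NA-PP1 full growth; inhibition rescues growth on 5-FOA so higher OD means more RAM inhibition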
# An asterisk follows results filed as active; x = no result given. Not a hit list; overall some 12% were active at least once.
SMILES,PMI act,Hsp70 activator,TNAP inh no acc,Efa HMGR inh,TNAP inh hiacc,S1P3 antagonist,L major viab,Redox H2O2 prof,PMI act satM6P,RAM inhibit
Cc1nn(CC(O)CN2c3ccccc3Sc3ccccc32)c(C)c1Br (centres undefined),0.9,-0.1,2,4,-6,x,64*,-0.3,0.9,2.7
COC(=O)Cn1c2ccccc2c2nc(=O)cc(C)n21,1.1,0.2,-13,-4,-2,9,1,0.9,1.1,0.5
O=C(COC(=O)c1cccnc1Cl)Nc1cccc(S(=O)(=O)N2CCCCC2)c1,1.2,-0.1,-5,-4,-6,-8,7,-1.3,1.1,-0.6
CCc1ccc(Nc2nnc(SCC(=O)Nc3cccc(S(=O)(=O)NC4=NCCCCC4)c3)s2)cc1,0.8,-0.5,-36,-3,0,0,44,-0.1,0.8,6.3
CC(NC(=O)Cc1ccccc1)c1cc2c(cc1Br)OCCCO2 (centres undefined),0.9,-0.3,-2,-2,3,-10,10,-0.3,0.9,0.9
C=CCSc1nc2sc3c(c2c(=O)n1CC)CCc1ccccc1-3,0.3,-0.3,-10,-3,-8,x,-6,-0.1,0.4,9.2*
COc1ccccc1C1N(c2ccc(F)cc2)C(=O)C2CCCN21 (centres undefined),0.9,-0.3,-12,0,-4,-12,-3,0.6,1,-0.5
COc1ccc(/C=N/NC(=O)Cn2cnc3ccccc3c2=O)cc1,1.1,-0.2,1,-8,6,-9,33,-0.4,1.1,2.9
COc1ccc(Cn2cnc3sccc3c2=O)cc1,1,-0.2,-14,-2,-7,x,-3,1.7,1,0.0
CC(C)c1ccc(NC(=O)NCc2ccc(F)cc2)cc1,0.9,0.1,-8,0,-4,-1,6,0.1,0.9,3.4
CCOC(=O)C1(Cc2ccccc2)CCCN(CCO)C1 (centres undefined),1,-0.1,-10,2,-5,-17,-8,-0.5,1,2.6
O=C(O)CCN=C1CCc2ccccc2N1,1,-0.2,-6,4,1,x,-3,0.3,1.1,-0.1
Cc1cc(C)n(C(=O)C(C)n2nc([N+](=O)[O-])c(Br)c2C)n1 (centres undefined),1,0.7,-3,2,-1,-12,-7,0.0,1.1,1.3
O=C(c1cc2c([nH]c1=O)CCCC2)N1CCc2c([nH]c3ccccc23)C1c1ccccc1F (centres undefined),0.8,-0.4,-11,-3,-8,-11,-3,-0.1,0.9,3.4
O=[N+]([O-])c1cc([N+](=O)[O-])c(N2CCCCCC2)cc1NCCO,0.9,0.2,7,-5,12,x,19,1.8,0.9,0.7
CCOC(=O)COc1ccsc1C(=O)OC,1,0.1,-8,-2,-4,x,-9,0.3,1,-0.5
COc1ccc(C(C)(C)C)cc1NC(=O)C1C2C=CC(C2)C1C(=O)O (centres undefined),0.9,-0.4,-5,-6,0,-23,-2,3.1,0.9,2.1
Cc1ccc(C)c(NC(=S)NNC(=O)c2cc3c(s2)CCC(C)C3)c1 (centres undefined),1.1,-0.3,-96,-6,1,-1,2,0.4,1,1.2
CC(C)(C)NC(=O)NC(=O)CSc1ncccn1,1,0.0,-6,-3,-1,-13,-4,-0.4,1.1,-0.3
COc1ccc(NC(=O)C2CCC(C(C)(C)C)CC2)cc1S(=O)(=O)N1CCCCC1 (centres undefined),0.9,-0.3,-15,-4,-8,-4,99*,0.5,1,2.8
CC(C)c1ccccc1NC(=S)N1CCN(S(=O)(=O)c2cccs2)CC1,1,-0.3,-8,2,-5,0,2,-2.0,1,3.4
CCOC(=O)CSc1nc2ccccc2n1CC(=O)N(C(C)C)C(C)C,0.9,0.1,-10,-2,-3,-97,-1,-0.5,1,-0.1
Cc1ccccc1SCC(=O)NC1CCOC1=O (centres undefined),1,-0.2,-5,-1,0,-48,-3,-0.1,0.9,2.6
COc1ccc(C(C(=O)NC2CCCCC2)N(C(=O)c2sc(C)nc2C)c2ccc(C(C)=O)cc2)cc1 (centres undefined),1.1,-0.1,6,0,-3,x,-4,1.7,1,1.1
COc1ccc(NC(=S)Nc2ccccn2)c(OC)c1,0.8,0.0,0,-9,3,x,5,3.2,0.9,2.3
CCOCCCNC(=O)c1c(N)n(-c2ccc(S(N)(=O)=O)cc2)c2nc3ccccc3nc12,0.8,0.1,-6,4,0,x,-2,0.1,0.9,4.4
O=S1(=O)NC(=NCCc2ccccn2)c2ccccc21,1.1,0.3,-8,0,0,-36,-2,0.4,1.1,1.1
O=C(CCCCn1c(=O)[nH]c2ccccc2c1=O)NC1CCN(Cc2ccccc2)CC1,1,0.4,-14,-1,-3,-4,-6,0.2,1,1.3
COc1ccc(CNc2nc3nc(-c4ccccc4)cc(=O)n3[nH]2)cc1OC,0.9,0.2,-6,-1,-7,-26,-8,0.7,1,1.6
Cc1nc(N2CCOCC2)c2c3c(sc2n1)CCC3,1,0.0,-8,2,-4,-16,-2,-0.2,1,1.2
Cc1cc(C)nc(N2CCC(C(=O)N3CCN(c4cc(Cl)ccc4C)CC3)CC2)n1,1,-0.3,-8,0,-7,-5,0,-0.6,1,-0.4
Cc1ccc(NCC(=O)Nc2ccc(Br)cc2)cc1F,0.9,0.0,-7,-2,2,5,-2,0.2,1,3.8
O=S(=O)(c1ccc(Br)s1)N1CCN(c2ncccn2)CC1,0.9,-0.5,-16,-3,-3,x,-2,0.3,1,0.4
CCOC(=O)c1c(C)nc2c(c1-c1ccccc1)C(=O)CC(C)(C)C2,1,-0.5,-7,3,0,x,8,16,1.1,1.3
CCCNC(=O)c1c(C)cc(=O)oc1C,0.9,-0.3,-11,-1,-2,x,-2,2.1,0.8,1.5
Fc1ccc(Nc2nc(Oc3ccccc3F)nc(N3CCCC3)n2)cc1,0.9,0.8,-7,-4,-3,x,44,-0.1,1,3.4
O=C(Nc1ncn[nH]1)C(F)(F)C(F)F,1,0.0,-30,-11,0,x,1,-2.0,1,1.3
CCCCc1nc2ccccc2c(=O)n1NC(=O)c1c(O)c2cccc3c2n(c1=O)CCC3,1,x,-2,x,-8,6,x,x,1,x
O=[N+]([O-])c1cccc(-c2nc3ccc([N+](=O)[O-])cc3[nH]2)c1,1.1,0.0,-8,-2,-1,-7,13,-0.1,1,2.6
Cc1cccc(N2CCN(C(=O)CN3C(=O)C4CC=CCC4C3=O)CC2)c1C (centres undefined),1.1,-0.2,-13,-7,-7,-16,1,-0.3,1,-0.4
O=C(CCCn1c(=S)[nH]c2ccccc2c1=O)NCc1ccco1,1,-0.2,-4,-1,4,3,-2,9.7,1,3.1
CCOC(=O)c1sc2nc(N3CCOCC3)c3c(c2c1N)CCC3,1,0.0,-9,-4,-3,11,22,-0.2,1.1,4.2
COc1ccccc1Nc1nc(N)nc(CN2CCN(Cc3ccccc3)CC2)n1,1.2,-0.3,2,-4,-8,-13,2,1.2,1,-0.7
CC1(C)CN=C(NC2CCCCC2)S1,1,-0.2,-9,-5,-4,-15,9,-0.1,1,-0.9
Cc1cccc(NC(=O)CN2C(=O)N/C(=C\c3ccc(N4CCOCC4)cc3)C2=O)c1,0.8,-0.3,-8,-1,3,-8,-2,-0.1,0.8,3.0
O=C(CSc1nc2c(c(C(F)(F)F)n1)CCc1ccccc1-2)NCc1ccccc1,0.9,-0.5,-8,8,-2,x,-4,2.3,0.8,3.2
CS(=O)(=O)Nc1ccc(C2=NN(S(=O)(=O)c3ccccc3)C(c3cccs3)C2)cc1 (centres undefined),1.1,-0.2,11,-4,1,-16,15,-0.5,1,1.9
CCOC(=O)c1c(NC(=O)CN2CCOCC2)sc2c1CCCC2,0.9,-0.4,-5,-4,-6,-11,0,0.1,0.9,0.1
O=C(Nc1nc(-c2cccc3ccccc23)cs1)c1cnccn1,0.9,-0.2,6,0,1,-6,30,0.9,0.9,4.0
CCOC(=O)c1sc(NC(=O)Cc2ccc(F)cc2)nc1C,0.9,0.0,-8,-1,0,1,23,-0.2,0.9,3.1
# The listing continues:
SMILES,PMI act,Hsp70 activator,TNAP inh no acc,Efa HMGR inh,TNAP inh hiacc,S1P3 antagonist,L major viab,Redox H2O2 prof,PMI act satM6P,RAM inhibit
CCOC(=O)CSc1n[nH]c(NC(=O)c2ccccc2)n1,1,-0.2,-6,-7,0,x,-7,3.4,1,1.8
Cc1c(-c2ccccc2)nc(N)c(C#N)c1-c1cccs1,1,-0.6,-11,-6,-7,x,-2,3.5,1,4.5
CCCCN(CCCC)C(=S)N/N=C/c1c(C)[nH]n(-c2ccccc2)c1=O,1.1,-0.1,-12,-3,-9,x,96*,-3.5,1,3.4
C=CCn1c(CCNC(=O)c2cccs2)nnc1SCC(=O)Nc1cccc(F)c1,1,-0.2,-9,3,-2,x,-1,0.1,1.1,-0.7
NC(=O)C1CCCN(Cc2ccc(Cl)cc2)C1 (centres undefined),1,-0.3,2,-4,-5,-1,79*,-0.1,1,1.5
C/C(=N/N=C(/N)SCc1ccccc1)C(C)(C)C,0.7,-0.2,3,1,-6,0,0,-0.7,1.1,0.6
CCC(C)n1[nH]c(=O)c2c(C)cc(C)nc21 (centres undefined),0.9,-0.1,-9,0,-3,0,-7,0.5,1,0.1
CCOc1ccc(NC(=S)N(CCCN2CCCC2)Cc2cccn2Cc2ccc(Cl)cc2)cc1,1,0.1,-13,-1,-3,-13,100*,-0.5,1,5.1
CCCSCCCNC(=O)Cn1cc2c(n1)CCCCC2,1,-0.4,0,4,6,-10,-6,-0.7,0.9,0.6
Cc1ccc(C)c(Cn2c(CO)nc3ccccc32)c1,0.9,-0.1,-4,-2,-2,17,32,0.3,0.9,2.2

# The closing 2 compounds of the part before open the next one.
SMILES,PMI act,Hsp70 activator,TNAP inh no acc,Efa HMGR inh,TNAP inh hiacc,S1P3 antagonist,L major viab,Redox H2O2 prof,PMI act satM6P,RAM inhibit
CCCSCCCNC(=O)Cn1cc2c(n1)CCCCC2,1,-0.4,0,4,6,-10,-6,-0.7,0.9,0.6
Cc1ccc(C)c(Cn2c(CO)nc3ccccc32)c1,0.9,-0.1,-4,-2,-2,17,32,0.3,0.9,2.2
CC1CN(Cc2ccccc2)C(C)CC1O (centres undefined),1.1,-0.4,-7,-2,-6,0,-1,1.5,1.1,1.1
COc1ccc(/C=C(/NC(=O)c2cccs2)C(=O)Nc2ccc(C)cc2)cc1OC,0.9,-0.1,-10,-3,-3,-6,1,-0.1,0.9,4.6
CC(=O)Nc1c([N+](=O)[O-])cc(C)c(Cl)c1[N+](=O)[O-],1.1,-0.3,-13,-7,-4,9,16,-1.2,1.1,2.6
Cc1csc(Sc2ccc(S(=O)(=O)N3CCCC3)cn2)n1,0.9,-0.1,-3,-7,4,-17,-14,-1.5,1,2.1
CC1CCc2c(sc(NC(=O)CSc3nc4c(c(C(F)(F)F)n3)CCc3ccccc3-4)c2C(N)=O)C1 (centres undefined),1,0.0,4,0,-4,-7,-4,0.2,1,-1.0
COc1ccc(NC(=S)NNC(=O)CCn2cc([N+](=O)[O-])cn2)cc1,0.9,0.2,-127,1,-4,-1,2,-0.4,0.9,2.1
